CHRM4 agonist: human M4 muscarinic receptor agonists, primary screen, CHO-K1 cells, Fluo-8 calcium fluorescence; Muscarinic acetylcholine receptor M4 (Homo sapiens), P08173; 0.14% of 360,000 active; CHO-K1 hM4/Gqi5; vehicle 0%, full acetylcholine response 100%; activation, % at 3 µM;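 active means activation above the run mean over all test wells plus 3 SD, cut at about 32% in these data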;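 further: peak over basal fluorescence ratio per well then scaled between controls; 0% = DMSO wells and 100% = acetylcholine at EC100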
Target sequence (P08173 whole entry, looked up): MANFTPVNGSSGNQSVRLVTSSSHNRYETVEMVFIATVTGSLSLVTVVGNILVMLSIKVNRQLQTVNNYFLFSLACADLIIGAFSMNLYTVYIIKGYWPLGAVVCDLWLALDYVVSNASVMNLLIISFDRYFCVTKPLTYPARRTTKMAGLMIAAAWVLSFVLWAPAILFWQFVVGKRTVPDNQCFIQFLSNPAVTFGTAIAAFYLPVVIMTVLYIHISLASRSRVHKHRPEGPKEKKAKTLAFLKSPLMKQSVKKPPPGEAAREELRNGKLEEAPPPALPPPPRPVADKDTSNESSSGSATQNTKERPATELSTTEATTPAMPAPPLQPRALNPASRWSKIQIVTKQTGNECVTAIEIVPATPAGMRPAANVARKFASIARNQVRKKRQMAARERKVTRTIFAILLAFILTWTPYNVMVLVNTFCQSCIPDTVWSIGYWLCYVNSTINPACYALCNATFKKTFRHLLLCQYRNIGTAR
CHRM5 PAM: human M5 muscarinic receptor positive allosteric modulators, primary screen, CHO-K1 cells, Fluo-8 calcium fluorescence | Muscarinic acetylcholine receptor M5 (Homo sapiens), P08912 | CHO-K1 hM5, ACh EC20 PAM; 0% = ACh EC20, 100% = ACh EC100 | activation, % at 3 µM | 0.3% of 360,000 active;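 active means activation above the run cutoff, the mean activation of all test compounds plus 3 SD, cut at about 18% in these data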
Target sequence (P08912 whole entry, looked up): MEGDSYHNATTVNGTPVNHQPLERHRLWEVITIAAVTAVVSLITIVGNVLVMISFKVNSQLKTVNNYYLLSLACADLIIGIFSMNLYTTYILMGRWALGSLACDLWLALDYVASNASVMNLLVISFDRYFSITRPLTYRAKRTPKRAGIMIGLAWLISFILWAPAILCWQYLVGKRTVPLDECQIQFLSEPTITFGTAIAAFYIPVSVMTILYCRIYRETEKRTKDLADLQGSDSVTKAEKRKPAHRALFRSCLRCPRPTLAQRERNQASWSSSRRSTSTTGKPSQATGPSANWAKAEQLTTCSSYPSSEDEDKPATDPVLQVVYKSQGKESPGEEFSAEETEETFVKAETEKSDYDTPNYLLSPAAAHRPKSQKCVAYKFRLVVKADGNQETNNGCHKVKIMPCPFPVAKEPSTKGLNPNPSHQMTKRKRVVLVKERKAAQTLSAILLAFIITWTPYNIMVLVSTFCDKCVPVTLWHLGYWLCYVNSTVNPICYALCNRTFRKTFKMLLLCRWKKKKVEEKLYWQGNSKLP
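Probe or stimulus: acetylcholine, EC20 level; Assay system: human M5 receptor in CHO-K1 cells; Schedule: compound preincubation 140 s before EC20 acetylcholine addition; Technique: intracellular calcium via Fluo-8 fluorescence; Dosing: single-point, 3 µM nominal; Read-out basis: percent activation from peak-over-basal fluorescence ratio, scaled EC20-to-EC100 acetylcholine; Repeats: one well per compound, no replicates.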
CRFR2-BP antag: antagonists of CRF-BP/CRF-R2 complex, primary screen, cell-based, HEK293, calcium dye fluorescence, uHTS; CRF-induced calcium fluorescence; inhibition, % at 11.8 µM; 0.59% of 350,000 active;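 active means inhibition of the ligand-induced calcium signal above about 50% at the single tested concentration, limit read from the data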
CHRM5 agonist: human M5 muscarinic receptor agonists, primary screen, CHO-K1 cells, Fluo-8 calcium fluorescence; Muscarinic acetylcholine receptor M5 (Homo sapiens), P08912; CHO-K1 hM5 cells; 0% DMSO wells, 100% maximal acetylcholine response; activation, % at 3 µM; 0.19% of 360,000 active;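 active means activation above the run's mean over test compounds plus 3 SD, cut at about 23% in these data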;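 further: signal is peak over basal fluorescence ratio across the kinetic read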
CHRM1 PAM: human M1 muscarinic receptor positive allosteric modulators, primary screen, CHO-K1 cells, Fluo-8 calcium fluorescence, 1536-well; 0.088% of 360,000 active; AID 588819, 2011; CHO-K1 hM1, ACh EC20; 0% = ACh EC20, 100% = maximal ACh; Muscarinic acetylcholine receptor M1 (Homo sapiens), P11229; activation, % at 3 µM; in the data active means activation above about 19%, passing the limit was not always enough
M4 PAM: human M4 muscarinic receptor positive allosteric modulators, primary screen, CHO-K1 cells, Fluo-8 calcium fluorescence. AID 624126, 2012. 0.4% of 360,000 active. CHO-K1 hM4/Gqi5, ACh EC20; 0% = ACh EC20, 100% = maximal ACh. activation, % at 3 µM;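 active means activation above its plate's cutoff, the mean activation of sample wells plus 3 SD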; further: some results filed as inactive read as strong as hits
CRFR2-BP ag: agonists of CRF-BP/CRF-R2 complex, primary screen, cell-based, HEK293, calcium dye fluorescence, uHTS; calcium dye fluorescence (FLIPR); percent of saturating CRF peptide response; 0.46% of 350,000 active; activation, % at 13.2 µM; CRF-binding protein / CRF receptor 2 complex (human);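 active means activation of at least 50%, plus an integration ratio under a set limit after plate pattern correction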;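 further: plate controls were neutral control wells without compound for no effect and CRF at EC100 for full effect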
M5 antag: human M5 muscarinic receptor antagonists, primary screen, CHO cells, Fluo-8 calcium fluorescence; CHO-hM5 cells, ACh EC80; inhibition, % at 3 µM; 0.59% of 360,000 active;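 active means inhibition above a per-plate cutoff, the mean of that plate's test compounds plus 3 SD, cut at about 27% in these data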;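 further: 0% = acetylcholine EC80 with DMSO and 100% = DMSO without agonist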
CHRM4 antagonist: human M4 muscarinic receptor antagonists, primary screen, CHO cells, Fluo-8 calcium fluorescence. Muscarinic acetylcholine receptor M4 (Homo sapiens), P08173. CHO-hM4 cells, ACh EC80. inhibition, % at 3 µM. 0.73% of 360,000 active;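 active means inhibition above its plate's cutoff, the mean inhibition of sample wells plus 3 SD, cut at about 27% in these data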;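 further: 0% = acetylcholine EC80 with DMSO and 100% = DMSO without agonist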
Active calls of the source: *; nt = no result given.

SMILES	CHRM4 agonist	CHRM5 PAM	CRFR2-BP antag	CHRM5 agonist	CHRM1 PAM	M4 PAM	CRFR2-BP ag	M5 antag	CHRM4 antagonist
O=C1/C(=C/c2ccc3c(c2)OCO3)N2CCC1CC2	2	4	22	1	5	6	2.9	-6	2
COc1ccc(C(=O)NC(=S)N2C[C@H]3C[C@H](C2)c2cccc(=O)n2C3)cc1OC	0	2	-1	3	-6	-12	0.1	4	23
CCC(C)N1C(=O)/C(=C\c2cnc(N(C)C)nc2)C(=O)NC1=S (stereo not given)	1	1	-15	1	-4	0	4.6	8	1
CCC12CN3CCN(CC(C3)C1O)C2 (stereo not given)	0	0	-3	-3	4	9	0.1	-5	-18
O=C1NC(=O)C(=Cc2ccc(Cl)cc2)C(=O)N1	1	-10	nt	0	nt	6	nt	19	-6
C1=CC(Cc2cncs2)c2ccccc21 (stereo not given)	0	-5	-2	0	-4	3	0.0	14	11
COc1ccc(-n2cnc3cc(C(=O)N4CCC5(CC4)OCCO5)ccc32)cc1	0	-1	-9	-3	-8	-9	0.9	5	12
O=c1[nH]c(=S)n(-c2ccccc2F)c(O)c1C=Nc1ccc(N2CCOCC2)cc1	7	-5	-41	11	-4	7	49	7	9
Cc1c(N=Cc2c(O)n(CCc3ccc(F)cc3)c(=O)[nH]c2=O)c(=O)n(-c2ccccc2)n1C	1	-3	0	0	0	1	0.7	-1	-9
CCCNC(=O)N1[C@H]2CC[C@@H]1C(C(=O)OC)=C(c1cccc(OC)c1OC)C2	1	0	0	2	-3	1	-1.0	14	9
CCc1nnc(NS(=O)(=O)c2ccc(N=Cc3c(O)n(-c4ccccc4)c(=O)[nH]c3=O)cc2)s1	1	1	2	0	-3	-1	9.2	-7	-1
O=C(CN1CC=C(c2ccccc2)CC1)NC(=O)NC1CCCCC1	-1	4	3	-1	6	2	-1.6	11	-3
CCC(C)n1c(C)cc(C(N)=O)c1C (stereo not given)	0	1	21	2	10	4	1.5	5	-13
COc1ccc(OCC#CCN2CCC(C)CC2)cc1	0	-7	-5	-10	-14	-10	0.4	13	8
COc1ccccc1Oc1c(C)oc2cc(OC(=O)N(C)C)ccc2c1=O	1	1	-7	-3	6	-3	-0.5	1	6
COc1cc(CC2(CCc3ccncc3)C(=O)NC(=O)NC2=O)cc(OC)c1OC	0	-6	10	-3	1	0	-2.9	4	1
O=S1(=O)N(CCN2CC=C(c3c[nH]c4cc(F)ccc34)CC2)c2cccc3c2N1CCC3	4	-5	-5	0	-8	-8	1.4	-4	1
CC1=C2C(=O)C3C(CC=C4CC(OC5OC(O)C(O)C(O)C5CO)CCC43C)C2CCC12OC1CC(C)CNC1C2C (stereo not given)	0	-1	1	2	4	-2	0.7	-4	-2
COC(=O)C1=C(c2ccc(OC)c(OC)c2)C[C@@H]2CC[C@H]1N2C(=O)NC1CC1	0	3	5	0	5	1	-1.6	6	-11
CN1C(=O)c2ccccc2NC(=O)C1Cc1ccccc1 (stereo not given)	1	4	-3	1	14	4	0.0	2	1
O=C1C2C3CCC(O3)C2C(=O)N1CCO (stereo not given)	0	-2	12	0	2	-3	0.2	3	-17
O=C1C2CCN(CC2)C1(CO)CO	1	-1	1	0	19	3	-1.0	1	1
Oc1cc2c(cc1CN1CCN(c3ccccc3F)CC1)OCO2	0	-6	-12	-4	-25	-9	-0.9	13	8
C[N+]1(C)C2CC[C@H]1CC(OC(=O)C(CO)c1ccccc1)C2 (stereo not given in full)	0	-18	-21	-1	-27	-18	2.3	99*	99*
COc1cc(CN=C(C)c2c(O)n(C)c(=O)n(C)c2=O)cc(OC)c1	6	-1	16	7	1	0	0.0	2	-1
SMILES	CHRM4 agonist	CHRM5 PAM	CRFR2-BP antag	CHRM5 agonist	CHRM1 PAM	M4 PAM	CRFR2-BP ag	M5 antag	CHRM4 antagonist
CCOP(=O)(CCP(=O)(OCC)OCC)OCC.C[CH2][Sn]([Cl])([Cl])[CH2]C	0	-1	-17	0	4	4	38	-3	-9
CSCCC(c1nnnn1C1CCCC1)N1CCC(n2c(=O)[nH]c3ccccc32)CC1 (stereo not given)	28	-19	nt	9	-8	-12	nt	8	-2
CC1C=CCCC12C(=O)NC(=O)NC2=O (stereo not given)	1	-7	-7	-3	5	10	-1.4	9	-6
O=C(CCCOc1ccc(Cl)cc1Cl)N1CCC2(CC1)OCCO2	1	-8	-21	-4	-6	6	-0.9	7	1
C#C[C@]1(O)CCC2C3C(CC[C@@]21C)[C@@]1(C)CC[C@@H](O)CC1=C[C@H]3O (stereo not given in full)	2	-2	16	6	4	3	-0.3	6	0
CC(N)Cc1c[nH]c2c1ccc1ccccc12 (stereo not given)	5	-1	-4	-1	12	6	-0.2	16	-1
N=C1c2ccccc2CN1NC(=O)c1ccc(Br)o1	0	0	-1	-3	10	1	-0.5	-3	-2
COc1ccc(-n2c(O)c(C=NCCN(C)C)c(=O)[nH]c2=O)cc1	12	-15	9	3	2	-5	1.1	7	-9
Cc1ccc(C2(O)CC(C)N(C)CC2C)cc1 (stereo not given)	1	4	-13	-6	4	14	2.1	3	-2
COP(=S)(OC)Oc1ccc(Sc2ccc(OP(=S)(OC)OC)cc2)cc1	3	-7	18	2	-1	-2	11	5	3
CCN1CCN(c2ccc(N)cc2)CC1	1	-1	6	-6	-2	-5	-1.3	6	-3
O=C1NC(=O)C(=Cc2ccco2)C(=O)N1	2	8	-5	9	1	11	3.3	7	-1
O=C(N/N=C/c1c(O)n(CCc2ccc(F)cc2)c(=O)[nH]c1=O)c1ccncc1	-1	0	2	-1	-3	-7	0.0	8	-2
O=P(Nc1ccccc1)(Nc1ccccc1)Oc1ccc(Cl)cc1	15	-9	-66	5	-10	-12	-0.5	-2	8
COc1ccc(-n2c(O)c(C=NCc3ccc4c(c3)OCO4)c(=O)[nH]c2=O)cc1	0	4	-12	-1	8	26	-1.6	3	0
Cc1cccc(CN2CCCN(Cc3ccc(Cl)cc3)S2(=O)=O)c1	-1	1	18	-3	-1	-3	0.1	0	-16
NP(=O)(OCCCc1ccccc1)c1ccccc1 (stereo not given)	1	-5	-2	0	8	-4	-0.7	13	7
Cc1ccc(S(=O)(=O)Oc2ccccc2C=C2C(=O)NC(=O)NC2=O)cc1	1	-12	6	-4	8	3	0.1	8	2
CC(C)CCn1c(=O)c(C(=O)NCc2ccco2)c(O)c2ccccc21	0	6	-1	1	9	5	0.3	-3	-2
O=C(c1ccc(N2CC3CC(C2)c2cccc(=O)n2C3)c([N+](=O)[O-])c1)N1CCCCC1 (stereo not given)	0	-2	4	0	8	-4	0.0	4	6
COc1ccc(N=Cc2c(O)n(CC3CCCO3)c(=O)[nH]c2=O)cc1 (stereo not given)	1	-3	3	-1	6	-10	-1.1	3	18
CCn1c(O)c(N=Nc2ccc(S(=O)(=O)N3CCOCC3)cc2)c(=O)n(CC)c1=S	1	-5	11	-4	-1	-13	-1.7	-1	-4
O=[N+]([O-])c1oc2ccc3ccccc3c2c1CCO	1	12	28	0	5	1	-2.5	1	2
COc1cc2c(cc1OC)C13CCN4CC5CCOC6CC(=O)N2C1C6C5CC43 (stereo not given)	0	-3	-2	-4	1	-1	-1.2	16	-7
O=c1[nH]c(=O)n(Cc2ccccc2)c(O)c1C=Nc1ccc(CN2CCOCC2)cc1	5	3	-35	1	1	-4	1.9	-2	-2

Quoted from the results shown, 6 compounds:
SMILES	CHRM4 agonist	CHRM5 PAM	CRFR2-BP antag	CHRM5 agonist	CHRM1 PAM	M4 PAM	CRFR2-BP ag	M5 antag	CHRM4 antagonist
COc1ccc(-n2c(O)c(C=NCc3ccc4c(c3)OCO4)c(=O)[nH]c2=O)cc1	0	4	-12	-1	8	26	-1.6	3	0
Cc1cccc(CN2CCCN(Cc3ccc(Cl)cc3)S2(=O)=O)c1	-1	1	18	-3	-1	-3	0.1	0	-16
NP(=O)(OCCCc1ccccc1)c1ccccc1 (stereo not given)	1	-5	-2	0	8	-4	-0.7	13	7
Cc1ccc(S(=O)(=O)Oc2ccccc2C=C2C(=O)NC(=O)NC2=O)cc1	1	-12	6	-4	8	3	0.1	8	2
CC(C)CCn1c(=O)c(C(=O)NCc2ccco2)c(O)c2ccccc21	0	6	-1	1	9	5	0.3	-3	-2
O=C(c1ccc(N2CC3CC(C2)c2cccc(=O)n2C3)c([N+](=O)[O-])c1)N1CCCCC1 (stereo not given)	0	-2	4	0	8	-4	0.0	4	6

(continued)
SMILES	CHRM4 agonist	CHRM5 PAM	CRFR2-BP antag	CHRM5 agonist	CHRM1 PAM	M4 PAM	CRFR2-BP ag	M5 antag	CHRM4 antagonist
Cc1cccn2c(=O)c3c(nc12)N1CCCCC1C1(C3)C(=O)N(C)C(=O)N(C)C1=O (stereo not given)	0	1	-6	-2	9	0	-7.9	5	-6
N#CC1(c2ccccc2)CCN(C2CC(=O)N(c3ccc(F)cc3)C2=O)CC1 (stereo not given)	3	-5	10	0	8	0	-1.9	5	4
CN1C(=O)C(Cc2ccccc2)C(=O)N(C)C1=O	0	0	-46	4	4	1	4.4	0	-3
CCOc1cc2c(cc1OCC)-n1cccc1C(c1ccc(C)cc1C)NC2 (stereo not given)	2	3	-9	0	7	-3	0.9	0	-2
COC(=O)C1=C(c2ccccc2)C[C@@H]2CC[C@H]1N2C(=O)N1CCC(O)CC1	2	8	-2	4	15	4	-0.3	2	-3
COc1ccc(NC(=O)CN(C)C(=O)CSC(c2ccccc2)c2ccccc2)cc1	6	-4	5	0	5	17	-0.6	-4	-7
C=CCn1c(O)c(C(C)=Nc2ccc3c(c2)CCC3)c(=O)[nH]c1=O	1	-1	-18	-3	-2	-7	-0.3	1	2
CC1C2Cc3ccc(O)cc3[C@]1(C)CCN2CCc1ccccc1 (stereo not given in full)	3	-19	-8	-5	-21	-12	0.5	8	1
O=C(/C=C/c1ccc(F)cc1)NC(=S)N1C[C@H]2C[C@H](C1)c1cccc(=O)n1C2	5	-4	9	1	2	0	-1.7	6	-3
CC(C(=O)c1ccc2ccccc2c1)N1CCCCC1 (stereo not given)	0	3	3	-9	5	-7	-0.1	6	15
COc1cc(CC2C(=O)N(C)C(=O)N(C)C2=O)ccc1OCc1ccccc1	0	-2	32	3	0	-12	-4.0	-2	3
ClCCN(CCCl)c1ccc(C=NNc2ncccn2)cc1	1	2	-9	1	9	6	-3.4	0	-12
CCN1CCN(CC(c2ccccc2)c2ccccc2)CC1	2	-34	7	-20	-30	-11	-4.2	36*	21
c1ccc(-c2[nH]c(-c3ccccc3)[n+](CC3CO3)c2-c2ccccc2)cc1 (stereo not given)	-1	-5	23	-3	0	-7	0.8	13	9
CN1C(=O)C(Cc2nc3ccccc3c(=O)n2-c2ccccc2)c2ccccc21 (stereo not given)	3	0	-24	-3	5	1	2.5	7	-4
CCC1(CCC(C)C)C(=O)NC(=O)N(c2ccccc2)C1=O (stereo not given)	0	-3	nt	1	nt	20	nt	0	-10
O=c1[nH]c(=S)[nH]c(O)c1N=Nc1ccc(S(=O)(=O)N2CCc3ccccc32)cc1	2	0	-12	-5	11	5	-1.4	8	-2

High-throughput results deposited in PubChem by several laboratories.

Not all compounds are listed; rates above refer to the full screens.
